Screening results (PubChem BioAssay)
bovine MsrA act: activators of bovine methionine sulfoxide reductase A; activation, % at 10.6 µM; 360,000 compounds, 0.3% hits; purified bovine MsrA, absorbance read-out; in the data active means activation above about 7.5%;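 further: 0% = vehicle and 100% = reference activator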
CendR NRP1 mod: alters CendR peptide binding to human NRP-1. inhibition, % at 25 µM. 360,000 compounds, 0.85% hits. FAM-RPARPAR peptide binding to NRP-1, fluorescence polarization. O14786. AID 602438;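 active means inhibition or corrected inhibition above about 18%, plus a signal ratio from 0.5 to 1.5, limit read from the data, passing the limit was not always enough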; further: strong numbers were not always called active
MsrA inh: inhibitors of bovine MsrA | 360,000 compounds, 0.75% hits | purified bovine MsrA, absorbance read-out | inhibition, % at 15.5 µM; in the data active means inhibition above about 4.5%;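 further: 0% = vehicle wells with enzyme and 100% = reference inhibitor wells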
MT1-MMP act inh: inhibitors of human MT1-MMP activation. AID 651647. GFP/RFP ratio change, % at 20 µM. HT1080 RFP-PRO-GFP cells, GFP/RFP ratio fluorescence, overnight; percent of plate control window, DMSO zero. 360,000 compounds, 0.061% hits. P50281;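 active means GFP/RFP ratio change of at least 30% with cell ATP level not reduced by more than half and red fluorescence within 50% of control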; further: strong numbers were not always called active
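Material: RFP-PRO-GFP reporter HT1080 cells. Dosing: single-point 20 µM compound, 1% DMSO. Controls: DMSO and RFP-L50D-GFP cell wells. Timing: cells overnight before dosing, compound overnight, 37 °C, 5% CO2. Measure: GFP/RFP fluorescence ratio.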
FAS TE block: inhibitors of human fatty acid synthase thioesterase domain; P49327; recombinant FAS-TE, OMFH fluorogenic substrate, fluorescence endpoint; inhibition, % at 15 µM; 360,000 compounds, 0.67% hits; AID 602261;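 active means compounds whose normalised, plate-corrected inhibition of enzyme fluorescence in the single-dose primary screen is 50% or more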;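 further: 0% = DMSO with enzyme and 100% = substrate without enzyme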
Rin1-Abl PPI inh: inhibitors of human Rin1-Abl protein interaction; P00519+Q13671; TR-FRET Rin1/Abl binding, biochemical; inhibition, % at 7.35 µM; 360,000 compounds, 0.4% hits; AID 588664; in the data active means inhibition above about 5%, passing the limit was not always enough
Neddyl block: cullin neddylation inhibition. P61081+Q13564. TR-FRET cullin neddylation, biochemical. calls only at 25 µM. 360,000 compounds, 0.58% hits; in the data active means inhibition above about 36%
E coli Lon inh: inhibits E. coli Lon protease; P0A9M0; purified E. coli Lon protease, fluorescence polarization; inhibition, % at 7.94 µM; 360,000 compounds, 0.42% hits; AID 602123; in the data active means inhibition above about 13%, passing the limit was not always enough;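 further: 0% = enzyme with probe and DMSO and 100% = no enzyme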
SKN-1 inh: inhibitors of C. elegans SKN-1 | C. elegans VP596 Pgst-4::GFP/RFP ratio, acrylamide-induced, 24 h | inhibition, % at 21.8 µM | 360,000 compounds, 0.49% hits | AID 624304;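 active means interference check ratio from 0.5 to 1.5 plus GFP to RFP signal ratio inhibition reaching or exceeding a fixed threshold, cut at about 30% in these data, passing the limit was not always enough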; further: some compounds called inactive have numbers as strong as hits
Active calls of the source: *; i = inactive; nt = not tested or not shown.

Molecule	bovine MsrA act	CendR NRP1 mod	MsrA inh	MT1-MMP act inh	FAS TE block	Rin1-Abl PPI inh	Neddyl block	E coli Lon inh	SKN-1 inh
CCOC(=O)C1=C(O)c2ccccc2C(=O)/C1=C\c1ccc(C)cc1	2	-69	nt	9	24	-1	i	-10	48*
CSc1nc2sc3c(c2c(=O)[nH]1)CCc1ccccc1-3	-7	-4	0.6	-1	2	1	i	-4	-1
CCc1nc2ccc(C(=O)Nc3cccc(NS(C)(=O)=O)c3)cn2c1N(CCC(C)C)CCN(C)C	-7	1	-0.9	-5	-11	1	i	7	-3
O=C(c1cnn2c(C(F)F)cc(C3CC3)nc12)N1CCOCC1	-4	9	-0.2	3	-7	0	i	7	9
O=C(COc1ccccc1Cl)Nc1ccc(Cl)cn1	-3	9	-1.1	3	9	3	i	-2	15
CCCCCC1NC(=O)NC1CCCCCC(=O)O (centres undefined)	-2	2	-1.3	4	-4	14*	i	9	-1
COc1ccc(-c2cc(C(=O)N3CCCC3)c3ccccc3n2)cc1	-3	5	1.1	0	-6	1	nt	-7	-14
CN(C(=O)C1CCC(=O)N(Cc2ccccc2F)C1)C1CCOCC1 (centres undefined)	0	5	-0.5	-4	-5	1	i	-10	13
CC(=O)c1ccc(NC(=O)C2CCN(S(=O)(=O)c3ccc4c(c3)N(C(C)=O)CCO4)CC2)cc1	-1	9	0.8	0	-3	3	i	1	0
CN1CCN(C(=O)/C=C/c2ccc([N+](=O)[O-])cc2)CC1	-5	-2	3.1	-11	3	-1	i	-2	2
O=C1NCCCC1C(=O)Nc1cccc(C(F)(F)F)c1 (centres undefined)	-11	8	-0.8	1	1	-1	i	-14	-12
CC(=C/c1ccco1)/C=N/N1CCN(c2ccccc2)CC1	-1	-1	1.7	1	7	-1	i	7	36*
CCOc1ccccc1NC(=S)N1CCCCCC1	-4	-16	-0.2	-3	-4	-2	i	-10	2
Cc1cccc(OCc2nnc(SCC(=O)c3cccs3)n2C)c1C	-3	4	nt	11	-1	-5	i	6	-5
Cc1ccc(CNC(=O)C2CCN(S(=O)(=O)c3ccc4c(c3)CC(C)N4C(=O)C3CC3)CC2)cc1 (centres undefined)	-2	10	1.5	-1	8	0	i	-9	17
CN1CCN(c2ncnc3c2ncn3[C@H]2CN(Cc3ccc4c(c3)OCO4)C[C@@H](CO)O2)CC1	-11	0	-0.6	6	-6	1	i	6	6
CCCCN1CCNC[C@@H]1Cc1ccc(O)cc1	-10	9	-0.9	-7	-8	1	i	-7	1
Cc1ccc(S(=O)(=O)N(Cc2ccccc2)c2ccccc2C(=O)Nc2ccccc2C(=O)NCc2ccco2)cc1	-3	-5	0.2	-5	53*	1	i	1	7
CCn1c(SCC(=O)NC(=O)NCc2ccco2)nc2sc(C)c(C)c2c1=O	1	-22	-0.1	-7	1	4	i	-10	13
CN(Cc1ccccc1)C(=O)Cn1nnc(-c2ccccc2)c1COc1ccccc1	-8	-7	0.3	0	8	0	i	5	3
CCOC(=O)C1CCCN(C2=NC(=O)/C(=C/c3ccc(O)c(OCC)c3)S2)C1 (centres undefined)	-3	-72	2.5	-40	-5	-4	i	-265	4
Cc1cccc(NC(=O)CSCc2c(C)noc2C)c1C	-2	0	0.1	-2	-2	-3	i	2	0
O=S(=O)(Cc1cnc(Cl)s1)c1ccccc1	2	-39	-0.3	4	-6	0	i	-5	2
COc1ccc(N=C2C=CC(=O)O2)cc1	-5	8	-0.6	2	-8	0	i	0	-1
O=C1CC(N2CCCc3ccccc32)C(=O)N1c1ccccc1Cl (centres undefined)	-1	-35	-1.2	-5	4	-3	i	-19	3
CSCCNC(=O)C1(C)CCN1C(=O)CCc1ccccc1 (centres undefined)	-1	-14	-0.1	3	-9	0	i	-5	2
CCCN(CCC)CCCNC(=O)C(NS(=O)(=O)c1ccc2c(c1)CCC(=O)N2)c1ccccc1 (centres undefined)	-3	-12	0.3	0	-8	-2	i	6	15
CCc1ccc(OCC(=O)NCC(c2ccc(Cl)cc2)N2CCCCC2)cc1 (centres undefined)	-2	19	-0.7	0	15	1	i	4	-13
NC(=O)C1CCN(C(=O)c2cnn(-c3ccccc3)c2NC(=O)c2ccco2)CC1	-2	0	-1.2	-5	-1	0	i	-1	12
O=C(CSc1nnc(COc2ccc(Cl)cc2)o1)N1CCN(c2ccccc2)CC1	-6	-13	0.3	3	1	-4	i	-2	17

The list goes on, starting with the last two of the part before.
Molecule	bovine MsrA act	CendR NRP1 mod	MsrA inh	MT1-MMP act inh	FAS TE block	Rin1-Abl PPI inh	Neddyl block	E coli Lon inh	SKN-1 inh
NC(=O)C1CCN(C(=O)c2cnn(-c3ccccc3)c2NC(=O)c2ccco2)CC1	-2	0	-1.2	-5	-1	0	i	-1	12
O=C(CSc1nnc(COc2ccc(Cl)cc2)o1)N1CCN(c2ccccc2)CC1	-6	-13	0.3	3	1	-4	i	-2	17
COC(=O)c1cccc(NC(=S)N2CCN(c3ccccc3F)CC2)c1	-1	9	0.3	0	4	-2	i	-6	-2
Fc1ccc(-c2nnsc2Sc2ccccn2)cc1	-12	-5	-0.3	2	-1	3	i	7	10
CC(C)CCn1c(C(C)O)nc2ccccc21 (centres undefined)	0	-1	-1.1	3	-4	2	i	7	3
CCOC(=O)C1=C(C)NC2=C(C(=O)CC(C)(C)C2)C1c1coc2ccccc2c1=O (centres undefined)	-1	-4	0.2	-7	-2	0	i	-3	16
CCCCC(=O)Nc1ccc(NC(=O)CCCC)nc1	0	2	-0.1	-2	-6	2	i	-6	16
O=C(Nc1ncc(Cc2ccccc2)s1)c1cccs1	-4	-10	1.2	2	8	3	i	-9	27
Clc1ccccc1C1=CC(c2ccco2)n2ncnc2N1 (centres undefined)	-1	12	1.3	-12	-2	-3	i	31*	-10
Cc1nc(-c2nc(-c3c(C(=O)NNC(=O)c4ccc(Cl)cc4)noc3C)cs2)cs1	-2	-8	-1.3	4	14	-2	i	-8	-10
CC(C)C(=O)Nc1ccc(NC(=O)c2ccc([N+](=O)[O-])cc2Cl)cc1	-1	-6	0.1	3	-4	-1	i	1	-2
Cc1ccc(/C=C/C(=O)O)cc1S(=O)(=O)N1CCCc2ccccc21	-5	-10	0.3	1	-2	1	i	-3	5
C=Cc1ccc(CSc2cc(C)nc3nc(C)nn23)cc1	-4	-14	0.7	-1	-3	0	i	-7	1
N#C/C(=C\c1ccc(OCC(N)=O)cc1)S(=O)(=O)c1ccccc1	-4	6	-0.6	2	-4	5	i	9	-2
COc1ccc2nc(-c3ccc(Cl)cc3)cc(C(=O)O)c2c1	-4	-5	2.6	6	-10	0	nt	-14	2
COC(=O)C1CCN(C(=O)c2cc(-c3ccc(Cl)s3)nc3ccccc23)CC1	0	11	1.8	-1	27	-2	nt	-14	-16
COc1ccc(Nc2nc(-c3ccccc3)c3ccccc3n2)cc1	-2	-12	2.2	-1	-2	4	i	-8	5
O=C1C(=Cc2ccncc2)CCCc2ccccc21	-2	-7	1.2	-6	-6	0	i	-3	4
CCOC(=O)c1ccc(-c2ccc3oc(-c4ccsc4)cc(=O)c3c2)cc1F	-2	2	1.3	-1	-4	-3	i	-7	-6
O=C(CNC(=O)c1ccccc1)N/N=C/c1cccs1	-2	3	-0.3	2	-8	2	i	-10	7
O=C(NCc1ccc(OC(F)(F)F)cc1)c1cccc2c1C(=O)c1ccc(N3CCC(Cc4ccccc4)CC3)cc1S2(=O)=O	-2	-49	-0.6	-188	-46	4	i	-15	3
COc1ccc(NC(=O)Nc2ccccn2)cc1OC	-1	-6	0.0	-3	-5	1	i	8	5
O=C(NNC(=S)Nc1ccc(Br)cc1)c1ccccc1	-3	-1	0.1	2	-3	0	i	-11	22
Cc1cc(C)c(C(=O)N2CCCC(CNC(=O)C3(c4ccc(Cl)cc4)CC3)C2)c(=O)[nH]1 (centres undefined)	-3	2	0.8	0	-7	4	i	0	5
Cc1cccc(N2CCN(C(c3cccs3)c3nnnn3C(C)(C)C)CC2)c1C (centres undefined)	-1	0	-0.4	-10	32	0	i	6	7
Cc1ccc(N2C(=O)N(CC(=O)Nc3ccc(C)c(C)c3)C(=O)C2C)cc1 (centres undefined)	-8	-3	-1.5	2	6	3	i	0	-3
CN1CCN(c2ccc(CNC(=O)C3(C)Cc4c(-c5ccccc5)ccnc4O3)cc2)CC1 (centres undefined)	-1	-2	0.5	0	-10	-1	i	-15	9
CC(=O)NC1(C(F)(F)F)C(=O)NC(C)=C1C#N (centres undefined)	-1	4	0.0	-2	-5	3	i	1	-4
Cc1ccc2c(c1)N(C(=O)CCC(=O)N1CCc3ccccc3C1)CCO2	1	3	0.8	1	4	1	i	-4	1
Cc1c(/C=N/n2cnnc2)c2ccccc2n1C	-9	-12	1.1	-1	-6	4	i	-6	-2
O=C(NCCN1CCCC1)C1CC(=O)N(C2CCCCC2)C1 (centres undefined)	-1	7	-0.4	2	-6	0	i	4	2
Cc1ccc(-c2csc3ncnc(SCC(=O)Nc4nnc(C)s4)c23)cc1	-2	-1	-0.8	-1	1	-2	i	-4	19

Gathered by group: the compounds so far with an NH in an aromatic ring
Molecule	bovine MsrA act	CendR NRP1 mod	MsrA inh	MT1-MMP act inh	FAS TE block	Rin1-Abl PPI inh	Neddyl block	E coli Lon inh	SKN-1 inh
CSc1nc2sc3c(c2c(=O)[nH]1)CCc1ccccc1-3	-7	-4	0.6	-1	2	1	i	-4	-1
Cc1cc(C)c(C(=O)N2CCCC(CNC(=O)C3(c4ccc(Cl)cc4)CC3)C2)c(=O)[nH]1 (centres undefined)	-3	2	0.8	0	-7	4	i	0	5

(list continues)
Molecule	bovine MsrA act	CendR NRP1 mod	MsrA inh	MT1-MMP act inh	FAS TE block	Rin1-Abl PPI inh	Neddyl block	E coli Lon inh	SKN-1 inh
O=C(NCc1ccc2c(c1)OCO2)C1CC(=O)N(c2ccc(F)cc2)C1 (centres undefined)	0	2	0.7	4	-3	3	i	0	-2
O=C(CSc1nccc(=O)[nH]1)N1N=C2/C(=C/c3ccco3)CCCC2C1c1ccco1 (centres undefined)	-7	-28	1.4	-8	2	3	i	-3	8
COC(=O)c1cc(NC(=O)CN2CCN(C(C)=O)CC2)cc(C(=O)OC)c1	-5	3	-1.6	0	-6	-1	i	-2	6
CN(C)c1cccc(C(=O)NNC(=O)/C=C/c2cccs2)c1	-5	-11	1.6	-2	-6	1	i	-2	0
COc1cc(Cn2c3ccc(NC(=O)CCc4ccccc4)cc3c(=O)n2C)ccc1F	-3	-48	0.2	5	-3	1	nt	3	8
COc1ccnc(CSC(N)=Nc2ccccc2C(F)(F)F)c1	-1	14	0.7	0	-7	2	i	5	-5
O=C(Cn1c(=O)sc2ccccc21)OC(CCl)CCl	-2	-4	1.7	3	-6	2	i	6	-5
CC12CCC(C/C1=N\OC(=O)c1c(F)cccc1F)C2(C)C (centres undefined)	-3	-1	-0.1	2	11	0	i	4	3
COc1ccc(N(CC(=O)N2c3ccccc3CC2C)S(=O)(=O)c2c(C)noc2C)cc1 (centres undefined)	-2	-7	-0.9	-9	26	-3	i	-4	-9
O=C1C(=O)N2C(=C1C(=O)N1CCCCCC1)c1ccccc1CC21CCCC1	-3	7	0.2	-4	-4	-2	i	-7	-3
O=C(Nc1ccc(Cl)c(Cl)c1)N1CCOCC1	-1	10	1.5	-5	-2	0	i	-4	7
CC1=C/C(=N\OS(=O)(=O)c2ccccc2)C(C(C)C)=CC1=O	-2	-4	nt	-11	2	-4	i	19	-4
CCOC(=O)COc1ccc(Cl)cc1C1NC(=O)NC(C)=C1C(C)=O (centres undefined)	-13	-1	-0.7	2	-6	0	i	-1	-17
COc1ccc(OC)c(S(=O)(=O)N2CCC(C(=O)NCCc3ccccc3)CC2)c1	-3	-7	-1.0	1	2	4	i	2	-3
